influenza NS1A: H1N1 influenza NS1A inhibitors, functional cell based assay (AID 504329). NS1A functional cell-based assay, percent inhibition; higher % means a stronger effect. inhibition, % at 12.5 µM, or IC50 in µM where a hit was titrated. 340,000 tested, 0.3% active; in the data active means a potency from the dose series; inconclusive means inhibition above about 27% without an active follow-up result; further: strong numbers were not always called active
M. tuberculosis: growth inhibition of non-replicating M. tuberculosis (AID 488890); Mycobacterium tuberculosis non-replicating, growth inhibition; higher % means a stronger effect; inhibition, % at 25 µM, or IC50 in µM where a hit was titrated; 320,000 tested, 0.39% active; in the data active means a potency from the dose series; inconclusive means inhibition mostly from about 82% at the one dose, without a potency; inactive means the rest, 99 in 100 with inhibition below about 76%;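 further: plate controls were DMSO cells for no effect and high antibiotic wells for full effect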
PhoP GFP inhibition: PhoP regulon inhibitors, Salmonella typhi PhoP promoter GFP reporter, confirmatory (AID 1850); Salmonella Typhi PhoP-promoter GFP reporter, fluorescence, 4 h; higher % means a stronger effect; 310,000 tested, 0.33% active; inhibition, % at 50 µM; hits with a dose series show IC50 in µM; in the data active means a potency from the dose series; inconclusive means inhibition mostly from about 25% at the one dose, without a potency; inactive means the rest, 99 in 100 with inhibition below about 19%;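 further: 0% = induced wells with vehicle and 100% = uninduced wells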
inhibitors of VEEV: inhibitors of VEEV TC-83 cytopathic effect, confirmation, Vero cells (AID 588727) | Vero cells, VEEV TC-83 cytopathic effect inhibition; higher % means a stronger effect | one-dose inhibition, % at 20 µM; IC50 in µM for titrated hits | 350,000 tested, 0.13% active; in the data active means a potency from the dose series; inconclusive means inhibition mostly from about 14% at the one dose, without a potency; inactive means the rest, 99 in 100 with inhibition below about 12%; further: strong numbers were not always called active
H37Rv inhibition: M. tuberculosis growth inhibition, HTS (AID 449762) | inhibition, % at 25 µM; hits with a dose series show IC50 in µM | M. tuberculosis H37Rv growth inhibition, 7H9 media; higher % means a stronger effect | 330,000 tested, 0.59% active; in the data active means a potency from the dose series; inconclusive means inhibition above about 70% without an active follow-up result;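 further: bacterial growth assessed after seven days of incubation; strong numbers were not always called active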
inhibitors of VEEV 10K pilot screen: also measured in inhibitors of VEEV; calls as there; inhibition, %; measured here: 10K pilot screen inhibition
Active calls of the source: *; i = inactive; ? = inconclusive; . = no result given.

SMILES	influenza NS1A	M. tuberculosis	PhoP GFP inhibition	inhibitors of VEEV	H37Rv inhibition	others
CCSc1ccccc1C(=O)NCc1ccc(S(N)(=O)=O)cc1	0%	1%	-5%	2.3%	6%
N#Cc1c(F)cccc1NCc1cccnc1	-7%	-6%	5%	0.5%	3%
COc1ccc(C2=NCC(CSc3nnnn3C)S2)cc1 (stereo unspecified)	8%	16%	8%	i	-1%
C=CCn1c(SCC(=O)Nc2ccc3c(c2)OCCO3)nnc1-c1ccccn1	5%	19%	-2%	2.3%	7%
CCCCN1c2cc(C)c(O)cc2C(C(=O)OCC)C1C (stereo unspecified)	.	-5%	-16%	.	6%
Cc1cc(C(=O)Nc2ccccc2C(F)(F)F)no1	0%	-8%	-24%	1.1%	-1%
Cc1ccc(N2CC(=O)Nc3c(oc4nc(-c5ccccc5)cc(C)c34)C2=O)cc1	-13%	-14%	6%	i	-2%
CCOC(=O)C1=C(C)Nc2nc(SCc3cccnc3)nn2C1c1ccc(OC)cc1 (stereo unspecified)	-4%	-1%	-4%	3.0%	-4%
CCN1C[C@]2(COC)CC[C@H](OC)[C@@]34C5C[C@H]6C(=O)C5[C@](O)(C[C@H]6OC)[C@@](O)(C(OC)C23)[C@@H]14 (stereo partly specified)	-1%	-20%	5%	0.4%	-9%
O=C(CSc1nnc(-c2ccccc2)o1)NCC1CCCCC1	6%	?	0%	i	?
Nc1nc(SCc2ccccc2)cc(SCc2ccccc2)n1	-2%	.	.	0.5%	.
O=C(NCc1ccco1)C12CN(Cc3ccccc3)CC1C(c1cccc([N+](=O)[O-])c1)=NO2 (stereo unspecified)	28%	16%	17%	i	1%
COc1cccc(-n2cnc3sc(C)c(C)c3c2=O)c1	1%	-13%	1%	0.1%	0%
CC(=O)c1cc(C(c2csc(C(C)=O)c2)c2csc(C(C)=O)c2)cs1	-6%	12%	-1%	3.9%	-7%
N=C1C(c2ccccc2)=C(O)CN1c1cccc(S(N)(=O)=O)c1	0%	3%	-7%	0.3%	-7%
COc1ccc(N2CCN(C(=O)COC(=O)CNC(=O)c3ccccc3)CC2)cc1	-6%	-10%	-12%	0.8%	-4%
C[C@@H]1C(c2cccc(Cl)c2)=NN(c2ccccc2)[C@H]1C(=O)N1CCOC1=O	14%	.	.	0.6%	.
Cc1ccc(-n2c(SCC(=O)NCc3cccs3)nnc2-c2ccoc2C)cc1	7%	20%	14%	3.9%	-9%
CC1CC(C)CN(C(=O)c2cc(-c3ccccn3)nc3ccccc23)C1 (stereo unspecified)	6%	5%	-5%	4.5%	-3%
CC(C)C[C@H](NC(=O)Nc1ccccc1F)C(=O)O	-5%	18%	-7%	i	-8%
Cc1oc(-c2ccccc2Cl)nc1CSc1nc2c(c(=O)[nH]1)CCC2	-9%	0%	1%	0.9%	-5%
COc1ccc(NC(=O)C2CCCN(S(=O)(=O)c3cccs3)C2)cc1OC (stereo unspecified)	2%	26%	-9%	i	-4%
O=C(CC(NC(=O)c1ccccc1)c1ccccc1)NCc1ccccc1 (stereo unspecified)	-23%	-19%	.	0.6%	6%
CCn1c(=O)cc(C(F)(F)F)[nH]c1=S	-3%	13%	13%	2.3%	7%
Cc1ccc(NC(=O)C(=O)Nc2ccc(C)cn2)nc1	5%	7%	-2%	0.3%	-15%	inhibitors of VEEV 10K pilot screen=0.3
Carrying on:
SMILES	influenza NS1A	M. tuberculosis	PhoP GFP inhibition	inhibitors of VEEV	H37Rv inhibition	others
CCCCCC1CC(CC/C(C)=N/NC(N)=O)C(=O)O1 (stereo unspecified)	11%	74%	4%	1.1%	-1%
COC(=O)Cn1cnc2c(nnn2Cc2ccc(Cl)cc2)c1=O	-1%	.	5%	0.7%	.
Cc1ccc(-c2nc(N)sc2CC(=O)OCC(=O)NCC2CCCO2)cc1 (stereo unspecified)	-4%	13%	1%	1.2%	5%
O=C1CCCCC(=O)c2ccccc2N1	10%	2%	-8%	1.0%	-1%
Cc1ccc(N(CC(O)CN2CCCCC2)S(=O)(=O)c2ccccc2[N+](=O)[O-])cc1 (stereo unspecified)	-5%	25%	-1%	1.6%	-2%
O=C(CN(Cc1ccco1)S(=O)(=O)c1cccs1)Nc1ccccc1C(F)(F)F	-1%	-1%	2%	0.4%	-3%
COc1ccc(N2C(=O)/C(=C/c3ccc([N+](=O)[O-])cc3)C=C2c2ccccc2)cc1	26%	17%	-2%	i	7%
Cc1ccc(C)c(N2CCN(C(=O)CCCN3C(=S)NC(C)(C)CC3C)CC2)c1 (stereo unspecified)	13%	5%	-1%	i	2%	inhibitors of VEEV 10K pilot screen=0.7
Cn1c(COc2ccccc2)nnc1SCC(=O)Nc1ccc(N2CCOCC2)c(Cl)c1	7%	-4%	3%	0.6%	-7%
Cc1ccc(S(=O)(=O)N/N=C\c2ccc3c(c2)OCO3)cc1	3%	4%	1%	0.4%	7%
O=C(CN1CCN(CC(=O)Nc2ccccc2Cc2ccccc2)CC1)Nc1ccccc1Cl	-17%	-6%	16%	i	-6%
COCCCN(Cc1ccco1)C(=O)Cn1ncc2c(=O)oc3ccc(C)cc3c21	-10%	-1%	0%	6.9%	-6%
Nc1cc(S(=O)(=O)O)cc2ccc(S(=O)(=O)O)cc12	0%	.	.	2.1%	.
O=C(CNC(=O)c1ccccc1)NCC(c1ccco1)N1CCCC1 (stereo unspecified)	-4%	7%	.	8.2%	-1%
O=C(NCc1ccc2c(c1)OCO2)c1ccc(N2C(=O)C3CCCCC3C2=O)cc1 (stereo unspecified)	1%	2%	2%	0.8%	-4%
O=C(NC(=S)NCCc1ccccn1)c1ccco1	10%	-5%	-1%	i	-3%
Cc1cc(N2CCN(C)CC2)nc2ccc(NC(=O)c3ccc(Br)o3)cc12	11%	70%	18%	8.6%	?
Cc1ccc(C)c(S(=O)(=O)NC2CCSC2=O)c1 (stereo unspecified)	-4%	.	.	0.9%	.
Cc1ccc(C)c(S(=O)(=O)N2CCN(C(=O)Cn3c(C(F)(F)F)nc4ccccc43)CC2)c1	4%	16%	2%	7.5%	-7%
COc1ccc(C(CCN2CCOCC2)c2c(OC)cc(OC)c3ccc(=O)oc23)cc1 (stereo unspecified)	-1%	.	.	i	.
CC(=O)N(c1ccccc1Cl)S(=O)(=O)c1ccc(Cl)cc1	-5%	-2%	2%	4.1%	-1%
Cc1ccc(NC(=O)c2oc3ccccc3c2NC(=O)C2CCCO2)cc1C (stereo unspecified)	-5%	43%	-18%	7.6%	7%
O=C(O)/C=C/c1cn(-c2ccccc2)nc1-c1cccc([N+](=O)[O-])c1	-4%	6%	-4%	1.6%	-6%
CSc1nc(=S)n(-c2cc(C)ccc2C)c(C)c1C(C)=O	3%	-1%	-4%	1.4%	-2%
COc1ccc(-c2csc(NC(=O)Cc3ccccc3F)n2)c(OC)c1	5%	20%	-26%	9.3%	68%
Additional records
SMILES	influenza NS1A	M. tuberculosis	PhoP GFP inhibition	inhibitors of VEEV	H37Rv inhibition	others
COc1ccc(C(=O)CSc2nnc(NC(=O)C3CC(=O)N(c4cccc(OC)c4)C3)s2)cc1 (stereo unspecified)	14%	-9%	-8%	i	5%
COc1ccccc1N(C(=O)c1ccco1)C(C(=O)NC1CCCCC1)c1cc(OC)c(OC)c(OC)c1 (stereo unspecified)	7%	16%	-1%	2.8%	-6%
Nc1ncc(Br)cc1S(=O)(=O)N1CCCCCC1	-6%	10%	-2%	i	1%
CC1(C)CC(NC(=O)C2CCC(=O)N(C3CC3)C2)CC(C)(C)C1 (stereo unspecified)	-3%	14%	8%	0.4%	1%
Cc1csc(NC(=O)c2ccc3nc[nH]c3c2)n1	8%	-5%	-6%	9.0%	-3%
O=C(Nc1ccc(Cl)c([N+](=O)[O-])c1)c1ccco1	5%	?	-9%	0.9%	-16%
COc1cc(OC)cc(-c2nnc(Nc3nc4c(F)cccc4s3)o2)c1	-4%	?	-13%	0.6%	?
C=CCOc1ccc2cccc(/C=N/NC(=O)c3cc4cc([N+](=O)[O-])ccc4s3)c2c1	-3%	4%	3%	i	-11%
CC1(C)C(=O)Nc2ccccc2N1C(=O)COC(=O)COc1cccc(C(F)(F)F)c1	0%	26%	-4%	1.1%	5%
CCOC(=O)N1CCC(NC(=O)CCC(=O)N2CC(C)Oc3ccc(Cl)cc32)CC1 (stereo unspecified)	-7%	-7%	-8%	0.3%	-1%
O=C(CCC1CCCN(Cc2ccncc2)C1)NCc1ccc(F)c(F)c1 (stereo unspecified)	0%	16%	-31%	2.7%	10%
CCN(CC)CCN(C(=O)C1=COCCO1)c1nc2cc3c(cc2s1)OCO3	-12%	-3%	-4%	i	-10%

Looked up by structure from the list above:
SMILES	influenza NS1A	M. tuberculosis	PhoP GFP inhibition	inhibitors of VEEV	H37Rv inhibition	others
COc1ccc(C(=O)CSc2nnc(NC(=O)C3CC(=O)N(c4cccc(OC)c4)C3)s2)cc1 (stereo unspecified)	14%	-9%	-8%	i	5%
CC1(C)CC(NC(=O)C2CCC(=O)N(C3CC3)C2)CC(C)(C)C1 (stereo unspecified)	-3%	14%	8%	0.4%	1%

20 compounds already listed, sorted by molecular weight, smallest number first.
SMILES	influenza NS1A	M. tuberculosis	PhoP GFP inhibition	inhibitors of VEEV	H37Rv inhibition	others
CCn1c(=O)cc(C(F)(F)F)[nH]c1=S	-3%	13%	13%	2.3%	7%
Cc1cc(C(=O)Nc2ccccc2C(F)(F)F)no1	0%	-8%	-24%	1.1%	-1%
CCCCCC1CC(CC/C(C)=N/NC(N)=O)C(=O)O1 (stereo unspecified)	11%	74%	4%	1.1%	-1%
COc1cccc(-n2cnc3sc(C)c(C)c3c2=O)c1	1%	-13%	1%	0.1%	0%
CCCCN1c2cc(C)c(O)cc2C(C(=O)OCC)C1C (stereo unspecified)	.	-5%	-16%	.	6%
CC1(C)CC(NC(=O)C2CCC(=O)N(C3CC3)C2)CC(C)(C)C1 (stereo unspecified)	-3%	14%	8%	0.4%	1%
COc1ccc(C2=NCC(CSc3nnnn3C)S2)cc1 (stereo unspecified)	8%	16%	8%	i	-1%
O=C(CSc1nnc(-c2ccccc2)o1)NCC1CCCCC1	6%	?	0%	i	?
Nc1ncc(Br)cc1S(=O)(=O)N1CCCCCC1	-6%	10%	-2%	i	1%
O=C(O)/C=C/c1cn(-c2ccccc2)nc1-c1cccc([N+](=O)[O-])c1	-4%	6%	-4%	1.6%	-6%
Nc1nc(SCc2ccccc2)cc(SCc2ccccc2)n1	-2%	.	.	0.5%	.
COc1ccc(-c2csc(NC(=O)Cc3ccccc3F)n2)c(OC)c1	5%	20%	-26%	9.3%	68%
C[C@@H]1C(c2cccc(Cl)c2)=NN(c2ccccc2)[C@H]1C(=O)N1CCOC1=O	14%	.	.	0.6%	.
CC(=O)c1cc(C(c2csc(C(C)=O)c2)c2csc(C(C)=O)c2)cs1	-6%	12%	-1%	3.9%	-7%
COCCCN(Cc1ccco1)C(=O)Cn1ncc2c(=O)oc3ccc(C)cc3c21	-10%	-1%	0%	6.9%	-6%
COc1ccc(NC(=O)C2CCCN(S(=O)(=O)c3cccs3)C2)cc1OC (stereo unspecified)	2%	26%	-9%	i	-4%
COc1ccc(C(CCN2CCOCC2)c2c(OC)cc(OC)c3ccc(=O)oc23)cc1 (stereo unspecified)	-1%	.	.	i	.
O=C(NCc1ccco1)C12CN(Cc3ccccc3)CC1C(c1cccc([N+](=O)[O-])c1)=NO2 (stereo unspecified)	28%	16%	17%	i	1%
COc1ccc(C(=O)CSc2nnc(NC(=O)C3CC(=O)N(c4cccc(OC)c4)C3)s2)cc1 (stereo unspecified)	14%	-9%	-8%	i	5%
COc1ccccc1N(C(=O)c1ccco1)C(C(=O)NC1CCCCC1)c1cc(OC)c(OC)c(OC)c1 (stereo unspecified)	7%	16%	-1%	2.8%	-6%

Screening results (PubChem)
